# Assay outcomes as filed in PubChem BioAssay.
# HepG2 viability = qHTS for Inhibitors of TGF-b: Cytotox Counterscreen; HepG2 CAGA-GFP viability, ATP luminescence, 18 h; Potency, µM (titrated, usually from 46.1 µM), for the others: at the top dose activity change, negative = cytotoxicity, actives largely listed as cytotoxic; 410,000 compounds, 0.76% hits; further: potency means the concentration at half of the fitted maximal effect; some results filed as inactive show a strong effect at the top dose
#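 CellTiter-Glo luminescence gave cytotoxicity after 18 hours at 37 degrees C. The cells were HepG2 CAGA-GFP in 1% FBS DMEM, stimulated with 500 pg/mL TGF-beta after compound addition. %Activity was normalised to no-cell wells (complete cell-killing) and DMSO (no toxicity), and curves were fitted and classified.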
# Nrf2 activator = qHTS of Nrf2 Activators; AREc32 ARE-luciferase reporter (MCF7-derived line), luminescence, 24 h; Potency, µM (series often up to 46.1 µM), without a hit: at the top dose activation, most hits filed as activators; 410,000 compounds, 0.31% hits; AID 624171, 2012; further: potency means the concentration at half of the fitted maximal effect; % of control where 0% means no effect; nearly all actives have a fitted effect of over 65% in size
#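 Reporter line AREc32 (ARE-Fluc), seeded overnight in OPTI-MEM with 5% FBS; compound pin-transferred, 24 hr at 37 deg C, 5% CO2; luminescent read-out.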
# Mm-Cpn inhibitor = Inhibitors of TCP-1 ring complex (TRiC) of Methanococcus maripaludis (MmCpn): qHTS. 330,000 compounds, 0.031% hits. purified Mm-Cpn ATPase, ADP Transcreener TR-FRET. Potency, µM (doses to about 76.9 µM), for inactives: at the highest dose activity, negative = inhibition, hits mostly inhibitors; further: potency means the concentration at half of the fitted maximal effect; on the % scale 0 is the no-effect control and ±100 the full control effect; nearly all actives have a fitted effect of over 80% in size
#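 Purified archaeal chaperonin (25 nM final) was preincubated with compound for 10 min at 37°C, then ATP (10 uM final) was added for 30 min at 37°C in Tris pH 7.4/KCl/MgCl2/DTT buffer. ADP was quantified by HTRF Transcreener TR-FRET.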
# A549 tox = Nrf2 qHTS screen for inhibitors: counterscreen for cytotoxicity | A549 ARE-Fluc cells, CellTiter-Fluor viability, 18-24 h | Potency, µM (highest dose often 46 µM), for inactives: top-dose activity change, negative = cytotoxicity, actives largely listed as inhibitors | 390,000 compounds, 0.16% hits | AID 504648, 2011; further: potency means the concentration at half of the fitted maximal effect; on the % scale 0 is the no-effect control and ±100 the full control effect
#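 Cytotoxicity counterscreen: CellTiter-Fluor fluorescence was measured in A549 ARE_Fluc cells after 18-24 h of compound exposure in a concentration series. The subsequent BugLite luminescent read reports ARE-luciferase activity.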
# CCT chaperon mod = High-Throughput Screening for Modulators of Cytosolic Chaperonin Activity | purified chaperonin ATPase assay, HTRF ADP detection, 30 min | 360,000 compounds, 0.3% hits | activity change, % (no concentration beside the values), hits read low; in the data active means activity change below about -30%; further: on the % scale 0 is the no-effect control and ±100 the full control effect
#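 ATPase activity: ADP formed was measured by HTRF Transcreener (665/615 nm ratio) after 30 min at 37 deg C with 10 uM ATP. Compounds screened at one 76 uM concentration against 40 or 20 nM TRiC in Tris pH 7.4/KCl/MgCl2/DTT buffer.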
# Nrf2 block = Nrf2 qHTS screen for inhibitors. AID 504444, 2011. A549 ARE-Fluc reporter, luciferase luminescence, 18-24 h. 360,000 compounds, 2.1% hits. Potency, µM (top dose mostly 46 µM), without a hit: at the highest dose activity change, negative = inhibition, actives largely listed as inhibitors; further: potency means the concentration at half of the fitted maximal effect; on the % scale 0 is the no-effect control and ±100 the full control effect; nearly all actives have a fitted effect of over 60% in size
#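 Nrf2 activity is the BugLite luminescence, read 15 min after reagent at room temperature, following CellTiter-Fluor cytotoxicity readout (30 min, 37C). Compound titrations were applied for 18-24 h to 5000 A549 ARE_Fluc cells/well in 5% FBS OPTI-MEM.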
# TGFb SMAD3 inh = qHTS for Inhibitors of TGF-b; Potency, µM (highest dose often 46.1 µM), for the others: top-dose activity, negative = inhibition, usual class: inhibitors; HepG2 CAGA-GFP TGF-b/SMAD3 reporter, GFP fluorescence, 18 h; TGF-beta stimulated, 500 pg/mL final; 410,000 compounds, 1.2% hits; further: potency means the concentration at half of the fitted maximal effect; on the % scale 0 is the no-effect control and ±100 the full control effect; nearly all actives have a fitted effect of over 65% in size
#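 TGF-beta reporter screen: HEPG2 CAGA-GFP, 1% FBS, 500 pg/mL TGF-beta final, 18 h; per-cell GFP summed per well; curves fitted and categorized by class.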
# Abeta rescue = qHTS for compounds that reverse cellular toxicity of Amyloid beta (A-beta) peptide in yeast: Primary Screen. yeast expressing A-beta42, growth rescue, OD600, 48 h; response scale: 0% DMSO, 100% iron-clioquinol control. Potency, µM (top dose mostly 46.1 µM), without a hit: at the top dose growth rescue, usual class: activators. 410,000 compounds, 0.063% hits; further: potency means the concentration at half of the fitted maximal effect; nearly all actives have a fitted effect of over 55% in size
#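 Yeast growth medium received pinned compounds, then yeast cells expressing toxic A-beta were added; plates incubated at 30 C for 48 hr. Growth read as absorbance at 600 nm, normalized to DMSO and equimolar FeCl3 plus clioquinol controls.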
# Akt phos inh = HTS Assay for Inhibitors of Akt Phophorylation: Primary Screen | 360,000 compounds, 0.32% hits | Neuro2A IGF-stimulated pAkt S473 HTRF, 20 min; active compounds read low | activity change, % for hits at 50 µM; in the data active means activity change below about -80%; inconclusive means mostly about -51% to -80%; further: on the % scale 0 is the no-effect control and ±100 the full control effect
#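 Single-point screen (50 µM final compound) in Neuro2A cells stimulated 20 min with 6 nM IGF at 37 deg C. After lysis, Ser473-phosphorylated Akt read by HTRF (ex 330 nm, em 615/665 nm) as the 665/615 ratio.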
# Numbers without * were called inactive; i = inactive; ? = inconclusive; . = no result given; [ ] = dose if it differs, or a comment. Unless noted, the call rests on the fitted dose curve; in most records, active means well fitted curve in the direction sought with a large enough effect; inconclusive means small, poorly fitted or top-dose-only effect, or another doubt; inactive means no such curve, though single readings can be large; an effect the other way counts as inactive or inconclusive.
# Under each structure – CCT chaperon mod | Mm-Cpn inhibitor | Nrf2 activator | TGFb SMAD3 inh | Abeta rescue | Akt phos inh | HepG2 viability | Nrf2 block | A549 tox
Cn1c(NC(=O)c2ccccc2)c(-c2cccs2)c(=O)c2ccccc21
  -3.3 | -3% | 0.3% | 2% | 17% | i | 0% | -15% | -1%
CCn1cc([N+](=O)[O-])c(C(=O)N2N=C3/C(=C/c4cccs4)CCCC3C2c2cccs2)n1 (stereo unspecified)
  -4.2 | 1% | 3.3% | 0% | 7% | i | -10% | -11% | -6%
Nc1ccc2oc(CCc3ccccc3)nc2c1
  0.9 | -3% | -0.8% | -15% | 14% | i | -13% | 14% | 2%
COc1cccc(CNc2nccn(-c3cc(C)cc(C)c3)c2=O)c1
  . | . | 6.0% | -24% | -8% | . | -32% | 0% | 12%
O=C(O)c1cccc(N2C(=O)/C(=C/c3ccc([N+](=O)[O-])cc3)C=C2c2ccccc2)c1
  -0.2 | 1% | 0.0% | 15% | 9% | i | 9% | 1% | -8%
O=C(Nc1ccc(NC(=S)NC(=O)c2ccco2)cc1)c1ccc(Br)cc1
  -0.2 | . | -1.8% | -15% | 6% | i | -46% | . | .
Cc1ccc2c(c1)N(C(=O)CCC(=O)NCc1ccccn1)CC(C)O2 (stereo unspecified)
  -0.2 | 0% | -0.5% | -19% | 12% | i | -2% | 13% | 4%
COc1ccc2[nH]c3c(c2c1)CCN1C(=O)C(CC(=O)NCCN2CCOCC2)C[C@H](C(=O)N2CCCCC2)[C@@]31C (stereo partly specified)
  -1.6 | 0% | 0.3% | -3% | 0% | i | -2% | 3% | -1%
CC(NC(=O)C1CCC(CNc2c(N3CCOCC3)c(=O)c2=O)CC1)c1ccccc1 (stereo unspecified)
  -7.1 | 1% | -0.3% | -10% | -24% | i | -11% | 0% | 0%
COc1ccc(C(=O)COC(=O)[C@H](C)NS(=O)(=O)c2ccc(NC(C)=O)cc2)cc1OC
  -0.8 | . | -0.8% | 12% | -12% | i | 11% | -5% | -4%
Cc1ccc(C)c(NC(=O)C(=O)NCCc2csc(-c3ccc(C(F)(F)F)cc3)n2)c1
  . | . | 0.0% | 0% | -10% | . | 4% | . | 12%
O=C(CCCn1c(=O)[nH]c2ccsc2c1=O)N1CCN(c2cccc(C(F)(F)F)c2)CC1
  . | . | 0.1% | ? | -6% | . | -14% | -13%[9.27 µM] | -12%
Fc1ccccc1N1CCN(C(c2ccccn2)c2nnnn2C2CCCCC2)CC1 (stereo unspecified)
  0.4 | 0% | 0.3% | -4% | -19% | i | -1% | 1% | -6%
CCOC(=O)C1CCN(Cc2cc(=O)oc3cc(C)c(Cl)cc23)CC1
  -1.1 | 0% | 0.0% | 4% | -11% | i | -4% | ? | 6%
CCN1CCN(CCCNC(=O)c2ccc3c(c2)sc2nc(-c4ccc(C)cc4)cn23)CC1
  . | . | 6.7% | -90% | -39%[inhibitor] | . | -99% | 26% | -1%
CC(C)(C)c1ccc(-c2n[nH]c(=S)n2C2CCCC2)cc1
  0.1 | -1% | 4.1% | ? | 1% | ? | -83% | . | -2%
COC(=O)C(C)N(C(=O)c1cccc(Cl)c1)c1c(C)cccc1C (stereo unspecified)
  -0.4 | 1% | -0.3% | 6% | 2% | i | -25% | -10% | 3%
Cc1ccn2c(=O)cc(COc3ccc(NC(=O)c4ccccc4F)cc3)nc2c1
  . | . | 0.4% | -1% | -2% | . | 0% | . | -3%
COc1ccc(S(=O)(=O)N(CC(=O)N2CCc3ccccc3C2)c2ccc(C)cc2)cc1
  . | . | 0.5% | ? | 25% | . | -8% | 0% | -6%
C/C(=C\C(=O)c1ccc(Br)cc1)NCc1ccccc1
  -0.4 | -1% | 8.5% | 4% | 2% | i | -1% | . | 3%

# Overlap with the part before: 2 entries; new compounds follow.
# Under each structure – CCT chaperon mod | Mm-Cpn inhibitor | Nrf2 activator | TGFb SMAD3 inh | Abeta rescue | Akt phos inh | HepG2 viability | Nrf2 block | A549 tox
COc1ccc(S(=O)(=O)N(CC(=O)N2CCc3ccccc3C2)c2ccc(C)cc2)cc1
  . | . | 0.5% | ? | 25% | . | -8% | 0% | -6%
C/C(=C\C(=O)c1ccc(Br)cc1)NCc1ccccc1
  -0.4 | -1% | 8.5% | 4% | 2% | i | -1% | . | 3%
C#CC1(NC(=O)N(C)C)CCCCC1
  0.4 | -3% | -0.9% | 4% | -8% | i | 1% | -8% | -8%
CCOC(=O)c1c(C)oc2nc(C)nc(N3CCN(c4ccc(C(C)=O)cc4)CC3)c12
  . | . | 4.0% | -2% | -16% | . | -20% | ? | -3%
COc1ccc(N(C(=O)c2ccccc2OC)C2C=CS(=O)(=O)C2)c(OC)c1 (stereo unspecified)
  2.2 | 0% | -0.1% | -3% | 2% | i | 8% | ? | 0%
CCn1nnnc1SCC(=O)c1cccc(OC)c1
  -2.6 | -3% | 0.2% | 5% | -16% | i | -7% | 1% | -3%
Cc1cc(C(=O)N2CCc3ccccc32)c2ccccc2n1
  -1.3 | 1% | -0.4% | -1% | -13% | i | -17% | -5% | -4%
COc1ccc([N+](=O)[O-])cc1NCC(=O)c1ccc(C)cc1
  -2.0 | 1% | 11% | 0% | -32%[inhibitor] | i | 0% | 22% | -3%
CC1CN(C(=O)COC(=O)c2cncc(Br)c2)CC(C)O1 (stereo unspecified)
  -1.1 | . | 1.3% | 12% | -9% | i | -1% | . | .
COc1ccc(NC(=O)CCNC(=O)c2ccco2)cc1OC
  0.2 | -1% | 0.5% | -9% | -15% | i | -10% | -5% | 4%
O=C(NC1CCSC1=O)c1cccc(Cl)c1 (stereo unspecified)
  2.5 | 0% | -1.9% | -1% | 2% | i | 7% | 1% | 0%
CC(C)(C)NC(=O)NC(=O)COC(=O)CNS(=O)(=O)c1ccc(Br)cc1Cl
  -0.3 | 2% | 0.5% | -10% | 9% | i | -2% | 17% | 28%
CCCn1c(=O)[nH]c(=O)c2c1nc(-c1ccc3c(c1)OCCO3)n2CCN1CCOCC1
  -1.4 | 0% | 0.2% | -14% | -5% | i | -9% | 5% | 7%
CC(=O)c1ccc(OCC(=O)Nc2ccccc2N2CCCC2)cc1
  -0.3 | 0% | -0.7% | -22% | 20% | i | -11% | -15% | 1%
Fc1ccccc1COc1ccccc1/C=N/Nc1nc(N2CCCC2)nc(N2CCCC2)n1
  0.6 | 1% | -0.4% | 10% | -4% | i | 11% | 3% | -5%
CCCC(=O)NC(c1cccc([N+](=O)[O-])c1)c1ccc2cccnc2c1O (stereo unspecified)
  1.4 | . | -1.9% | -28% | 13% | i | -16% | . | .
CCC1(CC)NC(=S)N(Nc2ccccc2)C1=O
  -2.6 | -1% | 0.2% | -2% | -12% | i | -36% | 2% | -1%
O=C1c2ccccc2C(=O)C1c1ccncc1
  -1.8 | -1% | -1.1% | 30% | -7% | i | -9% | ? | -4%
Cc1cc(Cl)ccc1NC(=S)NCc1ccccc1
  -2.3 | 0% | 0.9% | -29% | -8% | i | -10% | -20% | -4%
C=CCN(C(=O)Cn1ncc2c1-c1cc(C)ccc1OC2)c1ccccc1
  0.6 | -3% | 0.1% | 3% | 15% | i | -18% | -2% | -7%
CC(=O)c1cccc(NC(=S)N2CCN(c3ccccn3)CC2)c1
  -1.8 | -6% | 2.8% | -5% | -1% | i | 1% | -12% | 1%
OCC[C@@H]1C[C@@H](O)[C@H](O)[C@@]2(CCCc3ccccc3O2)O1
  3.0 | 2% | 0.4% | 1% | 8% | i | 8% | -8% | -5%
Cc1ccc(C(=O)NCC(=O)OCc2cc(=O)n3ccsc3n2)cc1
  . | . | -0.7% | -12% | -2% | . | 2% | 33% | 2%
COc1ccc(CCNC(=O)c2ccc3c(=O)n(Cc4ccco4)c(=S)[nH]c3c2)cc1OC
  -0.3 | 0% | -0.5% | -19% | -7% | i | -12% | -21% | -1%
COc1ccc(N2CCN(c3oc(COc4ccc(Cl)cc4)nc3C#N)CC2)cc1
  -1.0 | -2% | 0.9% | 23% | 8% | i | -1% | -24% | -5%
CN(C)S(=O)(=O)Nc1ccccc1F
  -0.6 | 0% | -0.1% | 2% | -12% | i | -49% | -8% | 0%
O=C(Nc1ccccc1)c1cccc(-c2nnc(-c3ccccc3)o2)c1
  -8.2 | -4% | 9.2% | -7% | 8% | . | -16% | 0% | -7%
Cc1ccc(C(=O)NC(O)C(Cl)Cl)cc1 (stereo unspecified)
  0.5 | 0% | 23% | -8% | 1% | i | -9% | -6% | -5%
COc1cc2ccccc2cc1C(=O)Nc1cccc(-c2nc3cc(C)c(C)cc3o2)c1
  . | . | -0.8% | -19% | -7% | . | -35% | ? | 2%
CCc1nnc(NC(=O)CSCc2cc(=O)n3nc(C(C)C)sc3n2)s1
  -1.2 | 2% | 0.0% | 1% | . | i | -8% | 8% | 1%
CCc1ccc(C(=O)COC(=O)c2ccccc2OC)cc1
  -1.3 | 1% | -0.2% | -6% | -21% | i | 0% | 0% | 0%
O=S(=O)(Cc1ccc(Cl)cc1)N1CCN(Cc2ccccc2)CC1
  0.5 | 0% | 0.3% | ? | 8% | . | 3% | . | 0%
CCOc1ccc2sc(NS(=O)(=O)c3ccc(N)cc3)nc2c1
  -2.0 | -2% | 0.1% | -10% | -25% | i | -13% | 6% | -3%
